From PubChem
ELG1 DNA repair – qHTS screen for small molecules that inhibit ELG1-dependent DNA repair in human embryonic kidney (HEK293T) cells expressing luciferase-tagged ELG1; Potency, µM (doses to about 46.1 µM), for the others: top-dose activity change, negative = inhibition, usual class: inhibitors; AID 504467, 2011; HEK293T ELG1-luciferase reporter, luminescence, 16 h; DNA damage induced by 5-fluorouridine; 330,000 tested, 2.3% active; further: potency means the concentration at half of the fitted maximal effect; on the % scale 0 is the no-effect control and ±100 the full control effect; nearly all actives have a fitted effect of over 55% in size
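Quantitative HTS, concentration-response format. 2,000 cells/well co-treated with 5-fluorouridine and compound, 16 hr in 5% CO2 at 37 °C; ONE-Glo luminescence read after 30 min.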
MLL CXXC-DNA inh – qHTS Fluorescence Polarization Assay for Inhibitors of MLL CXXC domain - DNA interaction. Histone-lysine N-methyltransferase 2A (Homo sapiens), Q03164. Potency, µM (top dose mostly 115 µM), for the others: at the top dose activity change, negative = inhibition, hits mostly inhibitors. 290,000 tested, 0.037% active. MLL-CXXC / FITC-HOXA9 DNA fluorescence polarization; active means well fitted inhibition curve with a large enough effect in the polarisation, with a control signal flat, not every such curve was filed as active; inconclusive means small, poorly fitted or top-dose-only effect, or effect the other way, or a change in a side signal; inactive means no such curve, though single readings can be large or run the other way; the % refers to the polarisation; further: potency means the concentration at half of the fitted maximal effect
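Fluorescence polarization: 7 uM MLL-CXXC (stock) preincubated 5 min with compounds, then 50 nM fluorescein-HOX-A9 DNA (stock) added; 30 min ambient. Buffer 50 mM Tris-HCl pH 7.5, 50 mM NaCl, 1 mM DTT, 0.05% BSA.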
p53 reactivator – qHTS assay for re-activators of p53 using a Luc reporter; 320,000 tested, 0.063% active; Potency, µM (top dose mostly 92.2 µM), without a hit: at the highest dose activity change, positive = activation, most hits filed as activators; H1299 p53-A138V BP100-luciferase reporter, luminescence, 24 h; further: potency means the concentration at half of the fitted maximal effect; % of control where 0% means no effect; nearly all actives have a fitted effect of over 45% in size
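p53-null H1299 cells stably carrying temperature-sensitive p53-A138V and a BP100-luciferase reporter were pinned with compounds (4-point, 1:5 series) and held 24 hrs at 37 deg C. Luminescence was read 10 min after detection reagent.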
A-T KAP1 phos – qHTS Assay for Identifying a Potential Treatment of Ataxia-Telangiectasia. […] A-T fibroblasts, KAP-1 phosphorylation AlphaLISA; neocarzinostatin DNA damage 30 min before lysis. Potency, µM (titrated, usually from 57.5 µM), for inactives: top-dose activation, usual class: activators. AID 485349, 2010. 320,000 tested, 0.19% active; further: potency means the concentration at half of the fitted maximal effect; % of control where 0% means no effect; nearly all actives have a fitted effect of over 45% in size
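hTERT-immortalized A-T patient fibroblasts ([…]), 500 cells/well in OPTI-MEM, 1% FBS, got compounds for 60 min, then NCS for 30 min at 37C. Lysates were then assayed for phospho-KAP-1 by AlphaLISA (anti-pKAP1 donor, anti-KAP1 acceptor beads), 6 hr at 25C.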
BRCA1 expr up – qHTS Assay to Identify Small Molecule Activators of BRCA1 Expression; MCF7-BRCA1-FFLuc reporter, luminescence, 48 h; response scale: scaled: vehicle 0%, 10 µM genistein 100%; Potency, µM (titrated, usually from 46.1 µM), inactives show top-dose activation, hits mostly activators; 380,000 tested, 1.1% active; AID 624202, 2012; further: potency means the concentration at half of the fitted maximal effect; nearly all actives have a fitted effect of over 80% in size; some results filed as inactive show a strong effect at the top dose
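Reporter cells (MCF7, BRCA1 promoter-firefly luciferase) received library compounds across a concentration series for 48 h. End-point luminescence was measured and concentration-effect curves derived after normalization.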
B2AR arrestin – qHTS assay of beta-arrestin-biased ligands of beta2-adrenergic receptor | 330,000 tested, 0.02% active | beta-arrestin recruitment to beta2AR, cell-based reporter | Beta-2 adrenergic receptor (Homo sapiens), P07550 | Potency, µM (doses to about 46.1 µM), for the others: at the highest dose activation, actives largely listed as activators;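 further: potency means the concentration at half of the fitted maximal effect; 0% = DMSO controls and full agonism = EC100 isoproterenol or metaproterenol; nearly all actives have a fitted effect of over 65% in size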
Integrin act MD – qHTS for Activators of Integrin-Mediated Alleviation for Muscular Dystrophy | alpha7betagal myoblasts, beta-gal FDG fluorescence, 48 h | Potency, µM (top dose mostly 38.3 µM), inactives show at the highest dose activation, actives largely listed as activators | 350,000 tested, 0.064% active;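 further: potency means the concentration at half of the fitted maximal effect; 100% = response of the positive control SU9516; nearly all actives have a fitted effect of over 60% in size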
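alpha7betagal+/- myoblasts (passage 13, 250/well) treated 48 h at 37C with compounds at 1:260 dilution of DMSO stock. Lysed, then beta-galactosidase activity read as FDG fluorescence (ex 480/em 540) after 30 min, with pre-read for autofluorescence.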
TCR activator – Activators of T cell receptors: qHTS campaign. primary human leukocytes, anti-CD3, IL-2 HTRF, 48 h. 330,000 tested, under 10 active. Potency, µM (doses to about 9.22 µM), for the others: top-dose activation of IL-2 secretion, actives largely listed as activators; further: % of control where 0% means no effect
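Primary human leukocytes were stimulated with a-CD3 beads plus compounds for 48 hr without co-stimulation; secreted IL-2 was quantified by HTRF using a-IL-2-K (europium cryptate) and a-IL-2-d2, excited at 320nm with acceptor emission read at 665nm.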
PTAP TSG101 blk – qHTS Assay for Iinhibitors of HIV-1 Budding by Blocking the Interaction of PTAP/TSG101; Fluorescence polarization, FITC-PTAP peptide / Tsg101 binding; 340,000 tested, under 10 active; Tumor susceptibility gene 101 protein (Homo sapiens), Q99816; Potency, µM (highest dose often 115 µM), without a hit: top-dose activity change, negative = inhibition, usual class: inhibitors; active means well fitted inhibition curve with a large enough effect in the main read-out, with a control signal flat, not every such curve was filed as active; inconclusive means small, poorly fitted or top-dose-only effect, or effect the other way, or a change in a side signal; inactive means no such curve, though single readings can be large or run the other way; further: potency means the concentration at half of the fitted maximal effect; % of control where 0% means no effect
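Compounds were pin-transferred onto Tsg101 binding domain (10 uM final) in HEPES pH 7.5 buffer, then FITC-PTAP peptide was added at 50 nM final. After 20 min at RT, polarization reported peptide displacement across a qHTS concentration series.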
TRPV1 agonist – HTS Assay for Compounds that Act as Agonists of the Vanilloid Receptor 1; Transient receptor potential cation channel subfamily V member 1 (Homo sapiens), Q8NER1; TRPV1-expressing cells, Fluo-8 calcium influx, agonist mode; activation, % at 8.33 µM; 320,000 tested, 0.19% active; AID 540275, 2011; in the data active means activation above about 80%; inconclusive means between about 30% and that limit; further: 0% is about no effect
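Fluo-8 calcium influx in TRPV1-expressing cells, kinetic read (ex 480/em 520 nm). Compound added and read 3 min for agonist activity, followed by capsaicin at EC20 final and 2 min further read for enhancement.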
Starred values were filed as active, the others as inactive; u = inconclusive; x = not tested or not shown; [ ] = another dose, or the depositor's remark. Unless noted, the call rests on the fitted dose curve; in most records, active means well fitted curve in the direction sought with a large enough effect; inconclusive means small, poorly fitted or top-dose-only effect, or another doubt; inactive means no such curve, though single readings can be large; an effect the other way counts as inactive or inconclusive.

SMILES	ELG1 DNA repair	MLL CXXC-DNA inh	p53 reactivator	A-T KAP1 phos	BRCA1 expr up	B2AR arrestin	Integrin act MD	TCR activator	PTAP TSG101 blk	TRPV1 agonist
CC(C)CNC(=O)COC(=O)c1c2c(nc3ccccc13)/C(=C/c1cccs1)CC2	u	-15%	u	26%	-7%	0.0%	-36%[inhibitor]	6%[46.1 µM]	-3%	6
C(=N\N1CCN(Cc2ccccc2)CC1)/c1ccc(-c2ccccc2)cc1	-2%	39%[activator]	0%	-1%	9%	0.2%	21%	2%	-1%	1
CC(C)=CC(=O)OCC(=O)Nc1cc(C)ccc1C	-4%	-4%	1%	18%	-18%	0.1%	-4%	-1%	2%	0
Cc1c(C(=O)OCCOc2ccccc2)[nH]c2c1C(=O)CCC2	u	-5%	9%	x	-32%	-0.1%	-14%	0%	0%	-4
Cc1noc(C)c1S(=O)(=O)Nc1ccc2c(c1)C(=O)N([C@H](C)CO)C[C@H](C)[C@@H](CN(C)C(=O)NC(C)C)O2	u	x	-6%	-16%	15%	-0.9%	25%	-2%	-11%	x
O=C(Cc1ccccc1)NNC1CC(=O)N(c2ccc(Cl)cc2)C1=O (configuration not stated)	-1%	9%	-1%	2%	-5%	-0.1%	5%	-2%	-1%	-1
O=C1CC(=C(c2ccccc2)c2ccccc2)C(=O)N1CCCN1CCN(c2cccc(Cl)c2)CC1	-5%	3%	2%	12%	-45%	0.0%	19%	-5%	-7%	0
CC(C)(C)c1ccc(S(=O)(=O)Nc2ccc(Cc3ccncc3)cc2)cc1	6%	-1%	u	-6%	-39%	-0.2%	u	-6%[46.1 µM]	1%	4
CNS(=O)(=O)c1cnccc1N1CCN(C)CC1	16%	-6%	3%	-1%	1%	-0.8%	-13%	2%[46.1 µM]	-1%	2
CCCCC1=CC2=C(c3ccco3)C(=O)C(C)(OC(=O)c3ccc(OC)cc3)C(=O)C2=CN1C(CO)CO (configuration not stated)	1%	1%	-3%	13%	5%	-0.9%	9%	-21%	x	2
CCCn1c2c(c(O)c(C(=O)Nc3nc4ccccc4s3)c1=O)CCCC2	9%	4%	0%	12%	9%	-0.2%	0%	4%	0%	0
Cc1ccc(-c2noc(CCC(=O)NC3CC3)n2)cc1	u	8%	8%	-1%	68%	-0.1%	10%	4%	-1%	8
CCn1c2ccccc2c2cc(C3C(C#N)=C(N)OC4=C3C(=O)CC(C)(C)C4)ccc21 (configuration not stated)	8%	-8%	0%	-4%	x	-0.4%	x	x	x	-5
CCOC(=O)C1CCN(C(=O)COc2ccc(S(=O)(=O)N3CCCC3)cc2C)CC1	u	0%	-4%	0%	-7%	-1.0%	-7%	-3%	-5%	0
CC(C)NC(=O)CCn1c(=S)oc2ccccc21	10%	8%	-3%	-1%	8%	0.2%	1%	3%	-6%	-2
CCOC(=O)c1[nH]c2ccc(F)cc2c1NC(=O)CN1CCN(C/C=C/c2ccccc2)CC1	u	7%	-17%	x	-88%[inhibitor]	-0.4%	-65%[inhibitor]	x	-1%	23
O=C(CNC(=O)c1ccco1)Nc1ccc(Cl)cc1	u	-4%	u	-5%	13µM*	-0.3%	-4%	-9%	-1%	-1
COc1ccc(S(=O)(=O)N2CCCCC2)cc1NC(=O)CSc1ncccn1	-5%	x	-1%	-3%	-21%	-2.4%	26%	8%	-9%	4
CCCC(C(=O)NC1CCCC1)N(C(=O)c1snc(C(N)=O)c1N)c1ccc(OCC)cc1 (configuration not stated)	u	0%	5%	-2%	-14%	0.3%	0%	8%	-2%	8
CC1Oc2ccccc2N(CC(=O)NCCc2ccccc2)C1=O (configuration not stated)	4%	-3%	0%	21%	-18%	-1.0%	3%	-2%	1%	-2
CC(=O)Nc1ccc(NC(=O)CSc2nnnn2-c2ccc3c(c2)OCCO3)cc1	-9%	-9%	-2%	5%	-2%	0.4%	12%	-4%	-4%	-3
Clc1ccc(-c2cn3cc(Br)ccc3n2)cc1Cl	u	-5%	71%	0%	-63%	-0.5%	19%	-12%[46.1 µM]	-2%	29
CCOc1cc(C2C(C#N)=C(N)OC(C)=C2C(C)=O)cc(Br)c1O (configuration not stated)	4%	u	-7%	-9%	-3%	-0.4%	8%	x	u	-12
O=C(Cn1c2[n+](c3ccc(C(F)(F)F)cc31)CCCCC2)c1cccc([N+](=O)[O-])c1	-9%	1%	-3%	2%	-24%	0.5%	33%	-7%	-4%	-7
Oc1ccc(CN2CCCCC2)nc1-c1ccccc1	u	-11%	11%	5%	6%	-0.7%	6%	3%	-4%	1
CCOC(=O)c1cc2n(c1C)-c1ccccc1C2=O	u	-3%	u	2%	41%	3.6%	4%[7.66 µM]	-2%	-2%	3
Oc1cccnc1Sc1cccc(C(F)(F)F)c1	x	x	x	x	7%	x	-8%	4%	0%	x
O=C(Cc1c(Sc2ccccc2)c2ccccc2n1Cc1ccccc1)NCCO	-22%	6%	-9%	-10%	-23%	0.2%	-23%	-4%[46.1 µM]	-3%	26
C=CCn1c(=NC(=O)CN2C(=O)CCC2=O)sc2cc(S(N)(=O)=O)ccc21	6%	2%	16%	-8%	-1%	-0.5%	7%	0%[46.1 µM]	-3%	-3
Cc1ccc(C)n1-c1ccc(C(=O)NN)s1	-18%	2%	-3%	-17%	-34%	0.0%	5%	2%	1%	4
O=C(NCc1nc2ccccc2[nH]1)c1cccs1	u	3%	u	0%	103%	-0.4%	-3%	-2%	0%	0
Cc1cc(OCC(=O)OCC(=O)NC2CCCCCC2)ccc1Cl	9%	x	-2%	-9%	0%	0.2%	u	0%	-1%	1
CCCCOc1ccc(N(CC(=O)NC2CCCCC2)C(=O)c2snc(C(N)=O)c2N)cc1	23%	20%	-8%	8%	-26%	-0.4%	x	-2%	-2%	-1
Cc1nn(CC(=O)NC(=O)NC2CCCCC2C)c(=O)c(C#N)c1C (configuration not stated)	-1%	x	8%	-2%	-4%	0.0%	-8%	4%	-10%	-3
CCNc1nc(Oc2c(Cl)cccc2Cl)cc(C(F)(F)F)n1	0%	-4%	-4%	15%	-7%	0.9%	-2%	2%	-8%	x
Cc1oc2ccc(O)cc2c1C(=O)c1ccc(Br)cc1	x	x	x	x	33%	x	-1%	8%	-1%	x
O=C(Nc1ccc(Cl)cc1F)c1ccc(COc2c(F)c(F)c(F)c(F)c2F)o1	4%	-1%	-4%	10%	10%	-0.3%	-32%	0%	-1%	13
O=C(NCC(c1ccco1)N1CCCC1)c1cccc(S(=O)(=O)Nc2ccc(F)cc2)c1 (configuration not stated)	0%	x	-9%	23%	-10%	0.4%	0%	-2%	-8%	1
CCN(c1ccccc1)S(=O)(=O)c1nnc(NC(=O)c2ccco2)s1	0%	-5%	5%	-3%	-7%	-0.9%	13%	-4%	-5%	2
CC(OC(=O)CN1C(=O)C2CC=CCC2C1=O)C(=O)Nc1ccc(F)cc1Cl (configuration not stated)	5%	25%	u	11%	-3%	-0.4%	-4%	5%	-2%	-2
Cc1ccc(SCc2cc(=O)[nH]c(Nc3nc(C)c4ccc(C)cc4n3)n2)cc1	12%	2%	3%	6%	-37%	-0.8%	-5%	-5%	-2%	3
Cc1ccc(SCC(=O)OCC(=O)NCCc2ccccc2)cc1	u	x	5%	-3%	28%	-0.2%	-7%	-2%	-8%	8
COc1ccccc1-c1c(NC(=O)c2ccco2)n(-c2ccccc2)nc(C)c1=O	2%	-1%	-7%	18%	x	0.1%	x	x	x	x
CC(=O)c1ccc(OC(=O)N(c2ccccc2)c2ccccc2)cc1	-13%	28%	-8%	x	-2%	0.5%	14%	0%	-1%	-3
Cc1ccc(S(=O)(=O)N(CC(=O)Nc2cccc(C)c2C)C(=O)N2CCN(C)CC2)cc1	21%	x	1%	-2%	20%	-0.1%	-3%	2%	-2%	-3
